# Bim-Bcl-W: disrupts Bim peptide binding to human Bcl-W | inhibition, % at 10 µM | bead-based flow cytometry | actives 0.02% (n = 190,000) | Q92843;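 further: 0% = bound tracer without compound and 100% = peptide blocker; higher means less fluorescent Bim peptide bound to Bcl-W beads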
# Target sequence (Q92843 whole entry, looked up): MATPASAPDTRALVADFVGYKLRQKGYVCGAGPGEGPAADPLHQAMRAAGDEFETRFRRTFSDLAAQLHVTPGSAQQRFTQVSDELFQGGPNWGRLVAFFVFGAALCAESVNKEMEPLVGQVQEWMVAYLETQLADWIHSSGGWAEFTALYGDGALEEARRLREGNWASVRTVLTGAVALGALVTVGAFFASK
# Bim-Bfl-1: human Bim-Bfl-1 interaction inhibition. actives 0.12% (n = 190,000). Q16548. Bead-based flow cytometry, Bim-Bfl-1 binding inhibition. inhibition, % at 10 µM. AID 1008;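 further: 0% = wells without compound plus tracer and 100% = blocker peptide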
# Bim-Mcl-1: human Bim-Mcl-1 interaction inhibition | Q07820 | Bead-based flow cytometry, Bim peptide-Mcl-1 binding | inhibition, % at 10 µM | actives 0.1% (n = 190,000) | AID 1009;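 further: 0% = no compound tracer wells and 100% = peptide blocker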
# RGS8-Gao reg: human RGS8-Galphao interaction regulation; response (percent of control binding), % at 10 µM; AID 1423; multiplexed bead flow cytometry, RGS8-Galphao binding; actives lie on both sides; actives 0.34% (n = 220,000); in the data active means response below about 60% or above about 140%; inactive means in between;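 further: Galphao activated as the GDP aluminium fluoride complex binding bead-coupled RGS8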
# Target sequence (P09471 whole entry, looked up): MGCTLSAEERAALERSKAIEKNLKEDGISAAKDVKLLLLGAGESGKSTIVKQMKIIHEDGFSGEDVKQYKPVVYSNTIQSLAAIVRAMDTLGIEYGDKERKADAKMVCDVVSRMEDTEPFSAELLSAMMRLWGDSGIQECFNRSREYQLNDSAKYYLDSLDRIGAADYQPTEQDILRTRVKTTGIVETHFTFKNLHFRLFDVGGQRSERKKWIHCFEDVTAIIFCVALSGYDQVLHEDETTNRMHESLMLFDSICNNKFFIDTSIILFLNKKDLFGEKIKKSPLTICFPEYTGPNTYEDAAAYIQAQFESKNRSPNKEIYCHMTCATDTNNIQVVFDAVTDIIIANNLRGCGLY
# ABCG2 block: inhibitors of human ABCG2 transporter, ABCB1 counter-screen; IgMXP3 cells, JC-1 efflux, flow cytometry; actives 0.1% (n = 190,000); AID 1325; inhibition, % at 6.6 µM; Q9UNQ0;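 active means inhibition above 80%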;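 further: 0% = DMSO and 100% = nicardipine control wells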
#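 Test system: IgMXP3 (ABCG2) plus far-red-tagged CCRF-Adr (ABCB1) cells / Amount: 3 million cells/mL in well / Reagent: JC-1 transporter substrate / Timing: 10 min compound exposure, 25 °C / Signal: flow cytometry, 530 nm JC-1 signal / Read-out: percent efflux inhibition, scaled nicardipine 100% to DMSO 0% / Benchmarks: nicardipine as high control, DMSO as low control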
# Bcl-XL Bim block: human Bim-Bcl-XL interaction inhibition. Q07817. Bim peptide-Bcl-XL binding, bead flow cytometry, fluorescence. inhibition, % at 10 µM. actives 0.04% (n = 190,000). AID 1007
# RGS4-Gao reg: modulates binding of RGS4 to human Galphao; P09471; Multiplexed bead flow cytometry; actives lie on both sides; binding response (% of control), % at 10 µM; actives 0.33% (n = 220,000); AID 1415; in the data active means binding response below about 49% or above about 150%; inactive means in between;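 further: fluorescent Galphao activated with aluminum fluoride binding bead-coupled RGS4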
# RGS7-Gao: regulators of human RGS7-Galphao interaction | P09471 | Multiplexed bead flow cytometry, RGS7-Galphao binding; actives lie on both sides | binding response (% of control), % at 10 µM | actives 0.35% (n = 220,000) | AID 1439; in the data active means binding response below about 49% or above about 150%; inconclusive means no clear call, values can overlap the other calls; inactive means in between;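 further: fluorescent Galphao held in activated GDP-AlF4 state binding bead-coupled RGS7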
# ABCB1 block: inhibitors of human ABCB1 transporter, ABCG2 counter-screen; CCRF-Adr cells, JC-1 efflux, flow cytometry; inhibition, % at 6.6 µM; AID 1326; actives 0.067% (n = 190,000); in the data active means inhibition above about 40%;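 further: 0% = vehicle and 100% = reference inhibitor; higher value means more JC-1 retained so stronger ABCB1 efflux block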
# Bcl-B Bim block: human Bim-Bcl-B interaction inhibition; Q9HD36; bead-based flow cytometry, Bim peptide-Bcl-B binding; inhibition, % at 10 µM; actives 0.073% (n = 190,000);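 further: 0% = tracer peptide without compound and 100% = reference inhibitor peptide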
# Target sequence (Q9HD36 whole entry, looked up): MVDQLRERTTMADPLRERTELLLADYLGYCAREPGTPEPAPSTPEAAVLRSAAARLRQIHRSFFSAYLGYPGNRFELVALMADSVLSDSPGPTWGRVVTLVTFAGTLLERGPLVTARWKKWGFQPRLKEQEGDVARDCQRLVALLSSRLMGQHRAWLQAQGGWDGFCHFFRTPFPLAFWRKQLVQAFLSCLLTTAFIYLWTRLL
# Bcl-2 Bim block: inhibitors of Bim-Bcl-2 interaction, human. Bead-based flow cytometry, Bim peptide-Bcl-2 binding. actives 0.06% (n = 190,000). inhibition, % at 10 µM; in the data active means inhibition above about 40%; inconclusive means no clear call, values can overlap the other calls;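 further: 0% = no compound wells with probe peptide and 100% = reference peptide inhibitor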
# Target sequence (P10415 whole entry, looked up): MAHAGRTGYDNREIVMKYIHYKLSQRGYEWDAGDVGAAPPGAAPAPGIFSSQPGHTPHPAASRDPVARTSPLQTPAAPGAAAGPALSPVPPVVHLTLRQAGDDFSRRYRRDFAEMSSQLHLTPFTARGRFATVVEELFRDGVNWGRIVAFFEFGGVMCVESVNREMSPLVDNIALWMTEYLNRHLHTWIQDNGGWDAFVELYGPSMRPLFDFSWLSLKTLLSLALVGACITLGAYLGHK
# Numbers without * were called inactive; ? = inconclusive; . = not tested or not shown. Unless noted, no stated cut-off is given here; in the data, active means inhibition above about 40%. An unsorted share of the library, and some 0.94% of all compounds hit somewhere here.
SMILES,Bim-Bcl-W,Bim-Bfl-1,Bim-Mcl-1,RGS8-Gao reg,ABCG2 block,Bcl-XL Bim block,RGS4-Gao reg,RGS7-Gao,ABCB1 block,Bcl-B Bim block,Bcl-2 Bim block
O=C(O)COc1ccccc1C1C2C(=O)N(c3ccc(F)cc3)C(=O)C2ON1c1ccccc1 (stereo not drawn),2,2,1,100,1,3,99,103,0.4,0,1
CCOC(=O)CNC(=O)CSc1nc(N)cc(N)n1,0,0,2,96,-1,0,99,97,0.6,-4,-1
FC(F)(F)c1cccc(Nc2nc(N3CCCC3)nc(N3CCCC3)n2)c1,-6,-8,-2,98,4,-5,95,99,0.3,-2,-5
CCOCCCNC(=O)c1cn(C)c(=O)c2cc(OC)c(OC)cc12,0,-15,-1,101,16,-11,98,101,0.9,-8,-9
N=c1sccn1CC(=O)Nc1ccccc1-c1ccccc1,-5,-14,-9,97,-5,-10,99,98,-0.9,-9,-10
O=C(c1cccc(Br)c1)N1CCN(C(=O)N2CCOCC2)CC1,2,5,0,103,-4,-3,113,106,-1.1,0,2
Cc1ccc(S(=O)(=O)Cn2nnnc2CN2CCN(Cc3ccc4c(c3)OCO4)CC2)cc1,7,-8,6,101,0,-2,100,98,0.3,-2,0
CC(Oc1ccccc1F)C(=O)Nc1ccc2ccccc2c1 (stereo not drawn),-4,5,-2,79,24,-3,94,89,3.6,0,2
Cc1ccc(OCC(O)Cn2c(=N)n(CCN3CCOCC3)c3ccccc32)cc1 (stereo not drawn),0,0,2,81,2,0,92,84,0.5,0,0
CCOC(=O)c1c(C)sc2c1N(C(=O)CN1CCOCC1)c1cc(Cl)ccc1S2,2,-7,5,103,3,-2,100,101,2.1,-5,-2
O=S(=O)(Nc1ccc(Cc2ccncc2)cc1)c1ccc(Cl)s1,-6,-9,-5,104,2,-10,99,107,0.6,-15,-6
Cc1ccc(-n2c(SCC(=O)N3c4ccccc4Sc4ccccc43)nnc2-c2ccncc2)cc1,-6,-17,-4,102,6,-9,99,101,4.8,-15,-6
CN(CC(=O)Nc1ccc(N2CCOCC2)cc1)Cc1c(O)ccc2ccccc12,1,-4,-2,98,-2,-3,98,100,-0.9,-6,-2
O=C1NC(=Nc2ccccc2)S/C1=C/c1cccnc1,-1,-9,2,100,6,-5,101,100,1.2,-1,-1
O=C(CCC1CCCN(Cc2ccc(O)c(Cl)c2)C1)NCc1ccccc1F (stereo not drawn),0,-4,1,104,0,3,104,101,0.0,-1,-4
CC[n+]1ccc(C(=O)NCc2ccccc2)cc1,-1,-3,0,97,2,-2,92,?,0.5,-2,-3
CCCS(=O)(=O)N1CCN(C2CCC(C)CC2)CC1 (stereo not drawn),0,-7,0,97,1,-3,97,95,0.0,2,-2
COc1ccc(NC(=O)CN(c2ccccc2)S(=O)(=O)N(C)C)cc1OC,-1,-18,-3,99,23,-9,94,97,-0.4,-6,-9
CSC(=NC1CCCCC1)NS(=O)(=O)c1ccccc1,0,1,2,99,3,2,93,94,0.6,3,0
O=C(NC(=S)Nc1ccc(S(=O)(=O)N2CCCCC2)cc1)c1ccc(Cl)cc1,-5,0,-5,95,1,-8,94,94,-0.1,-4,-2
CCc1ccc(C(=O)CN2CCSC2=N)cc1,-4,-1,-5,102,34,-4,100,97,0.7,-7,-3
CC1CCCC(C)N1C(=O)Cn1c(SCC(=O)Nc2ccc3c(c2)OCO3)nc2ccccc21 (stereo not drawn),-1,-2,0,98,-1,0,98,102,0.0,-1,-1
Cc1ccc(NC2=NC(C(=O)Nc3ccc(C)c(C)c3)CC(=O)N2)cc1 (stereo not drawn),1,-16,-1,101,-5,-7,99,100,-1.4,-6,-9
Cc1nnc(SCC2=C(C(=O)O)N3C(=O)C(NC(=O)C(C)n4nc(C(F)(F)F)cc4C)C3SC2)s1 (stereo not drawn),-4,-7,-2,105,-1,-9,110,108,-0.4,-7,-5
Fc1ccc(-n2c(-c3ccco3)nc3nc4ccccc4nc32)cc1,2,-6,3,94,.,0,83,100,.,-5,0

# Already shown: 6 of the compounds above.
SMILES,Bim-Bcl-W,Bim-Bfl-1,Bim-Mcl-1,RGS8-Gao reg,ABCG2 block,Bcl-XL Bim block,RGS4-Gao reg,RGS7-Gao,ABCB1 block,Bcl-B Bim block,Bcl-2 Bim block
O=C(NC(=S)Nc1ccc(S(=O)(=O)N2CCCCC2)cc1)c1ccc(Cl)cc1,-5,0,-5,95,1,-8,94,94,-0.1,-4,-2
CCc1ccc(C(=O)CN2CCSC2=N)cc1,-4,-1,-5,102,34,-4,100,97,0.7,-7,-3
CC1CCCC(C)N1C(=O)Cn1c(SCC(=O)Nc2ccc3c(c2)OCO3)nc2ccccc21 (stereo not drawn),-1,-2,0,98,-1,0,98,102,0.0,-1,-1
Cc1ccc(NC2=NC(C(=O)Nc3ccc(C)c(C)c3)CC(=O)N2)cc1 (stereo not drawn),1,-16,-1,101,-5,-7,99,100,-1.4,-6,-9
Cc1nnc(SCC2=C(C(=O)O)N3C(=O)C(NC(=O)C(C)n4nc(C(F)(F)F)cc4C)C3SC2)s1 (stereo not drawn),-4,-7,-2,105,-1,-9,110,108,-0.4,-7,-5
Fc1ccc(-n2c(-c3ccco3)nc3nc4ccccc4nc32)cc1,2,-6,3,94,.,0,83,100,.,-5,0

# (more compounds)
SMILES,Bim-Bcl-W,Bim-Bfl-1,Bim-Mcl-1,RGS8-Gao reg,ABCG2 block,Bcl-XL Bim block,RGS4-Gao reg,RGS7-Gao,ABCB1 block,Bcl-B Bim block,Bcl-2 Bim block
O=C(CNC(=O)c1ccccc1)NCCc1nc2ccccc2[nH]1,-4,-6,0,98,4,-2,92,91,0.8,0,-2
Nc1nc(N2CCN(Cc3ccccc3)CC2)n[nH]1,-3,0,-1,103,1,4,102,100,0.1,1,-2
COn1c(SC(C)C)nc2ccccc2c1=O,0,-1,-5,99,2,-2,98,98,0.2,-1,-1
Cc1ccc(SCCNC(=O)/C=C/c2ccccc2Cl)cc1,5,9,4,95,3,6,98,94,0.3,8,8
Cc1cccc(-n2nnc(C(=O)NCc3ccc4c(c3)OCO4)c2N)c1,0,-10,-1,100,1,0,101,116,0.3,-9,-13
N#Cc1c(NC(=O)COC(=O)c2ccc(S(=O)(=O)N3CCCC3)cc2)sc2c1CCCCC2,-2,-7,-3,104,10,-5,100,100,1.7,-9,-4
CCc1nc2ccc(C(=O)NCc3ccco3)cc2nc1CC,0,-9,0,104,1,0,102,100,0.1,-4,-5
COc1ccc(Cn2cc(F)c(=O)n(CCC(C)C)c2=O)cc1[N+](=O)[O-],-2,-14,-3,103,8,2,101,104,0.9,-10,-10
O=C(COc1ccc(-n2cnnn2)cc1)NCCc1ccc(F)cc1,-1,-4,0,101,3,1,90,92,-0.2,2,-3
Cc1nnsc1C(=O)Nc1ccccc1Cl,0,-13,-2,84,15,-4,99,98,0.7,-10,-9
CC(C)(C)c1ccc(C(CC(=O)O)NC(=O)c2ccccc2F)cc1 (stereo not drawn),-2,0,18,95,4,1,94,95,0.8,6,-2
CCOC(=O)NC(NCc1ccccc1)(C(F)(F)F)C(F)(F)F,-3,-10,-2,105,3,-6,106,102,0.8,-7,-8
CC(C)(C)c1cc2cccnc2n1Cc1ccccc1,0,-12,0,107,0,-4,112,105,0.0,-4,-5
Cc1ccc(C2=NNC(=O)C(c3c[nH]c4ccccc34)C2)cc1 (stereo not drawn),0,0,1,116,8,-1,115,113,1.7,-2,0
O=C(O)c1ccccc1CSc1ccccn1,-5,-7,-1,117,0,-6,118,125,0.1,-12,0
CC1=C(C)CC2C(=O)N(Cc3ccccc3)C(=O)C2C1 (stereo not drawn),-1,0,-3,100,2,0,99,94,0.7,-1,-5
CCOc1cccc(NC(=O)C2CC(=O)N(C)C2)c1 (stereo not drawn),-1,-3,-1,102,1,-1,101,98,0.2,-5,-3
COc1ccc(-c2cc(=O)c3c(O)c(OC)c(O)cc3o2)cc1,-1,-3,-1,102,12,0,103,107,2.9,1,-6
CSCCC(NS(=O)(=O)c1ccc2c(c1)c(=O)n(C)c(=O)n2C)C(=O)NC1CCN(Cc2ccccc2)CC1 (stereo not drawn),-2,-8,-2,97,1,-5,94,95,0.7,-2,-5
CC1=CC(C)(C)N(S(=O)(=O)c2ccc(C)cc2)c2cc(C)ccc21,5,0,5,101,3,1,102,100,0.7,6,2
COc1cccc(OC)c1C(=O)Nc1cc(Cl)ccc1N1CCOCC1,2,5,0,98,-1,0,106,103,0.1,3,0
Cn1cnc([N+](=O)[O-])c1SCC(O)CN1CCCCC1 (stereo not drawn),1,-6,0,104,0,1,104,?,-0.1,-6,0
O=C(CSc1nc2c([nH]c3ccccc32)c(=O)n1-c1ccccc1)N1CCOCC1,-1,-4,0,102,1,-2,106,105,0.2,-1,0
CCOCCCNc1nc2c(c(=O)n(C)c(=O)n2C)n1CCCc1ccccc1,-1,-14,-2,100,5,0,98,100,1.5,-13,-12
O=C(CN1C(=O)c2ccccc2C1=O)Nc1nc(-c2cccc([N+](=O)[O-])c2)cs1,-1,0,0,102,0,2,99,103,0.2,0,-2
CC(=C1C(=O)c2ccccc2C1=O)N1CCN(C/C=C/c2ccccc2)CC1,5,0,1,95,-1,-2,101,94,-0.4,-4,0
COc1cccc(/C=C/C(=O)OCC(=O)NCC2CCCO2)c1 (stereo not drawn),-4,-15,-3,100,6,-5,101,103,0.3,-7,-6
CS(=O)(=O)N1CCN(c2ccc(NC(=S)NC(=O)c3cccs3)cc2)CC1,-7,-4,-2,100,0,-5,104,103,-0.7,-6,-2

# Only RGS8-Gao reg (six entries from above):
Structure	RGS8-Gao reg
O=C(c1cccc(Br)c1)N1CCN(C(=O)N2CCOCC2)CC1	103
CC(=C1C(=O)c2ccccc2C1=O)N1CCN(C/C=C/c2ccccc2)CC1	95
CCCS(=O)(=O)N1CCN(C2CCC(C)CC2)CC1 (stereo not drawn)	97
CCc1ccc(C(=O)CN2CCSC2=N)cc1	102
CCOC(=O)c1c(C)sc2c1N(C(=O)CN1CCOCC1)c1cc(Cl)ccc1S2	103
CCOc1cccc(NC(=O)C2CC(=O)N(C)C2)c1 (stereo not drawn)	102

# Bioassay records from PubChem BioAssay.
